Bioassay records (PubChem)
FAS TE block: FAS thioesterase domain inhibitors, primary screen, biochemical, fluorescence intensity, uHTS. recombinant FAS-TE, OMFH fluorogenic substrate, fluorescence endpoint. inhibition, % at 15 µM. 360,000 tested, 0.67% active. AID 602261, 2012. Fatty acid synthase (Homo sapiens), P49327;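 active = compounds whose normalised, plate-corrected inhibition of enzyme fluorescence in the single-dose primary screen is 50% or more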;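 also: 0% = DMSO with enzyme and 100% = substrate without enzyme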
CendR NRP1 mod: modulators of CendR peptide binding to NRP-1, primary screen, biochemical, fluorescence polarization, uHTS | Neuropilin-1 (Homo sapiens), O14786 | FAM-RPARPAR peptide binding to NRP-1 | inhibition, % at 25 µM | 360,000 tested, 0.85% active | AID 602438, 2012;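 active = inhibition or corrected inhibition above about 18%, plus a signal ratio from 0.5 to 1.5, limit read from the data, passing the limit was not always enough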; also: strong numbers were not always called active
Rin1-Abl PPI inh: inhibitors of Rin1-Abl protein binding, primary screen, biochemical, TR-FRET; Tyrosine-protein kinase ABL1 (Homo sapiens) + Ras and Rab interactor 1 (Homo sapiens), …; inhibition, % at 7.35 µM; 360,000 tested, 0.4% active; in the data active = inhibition above about 5%, passing the limit was not always enough
SKN-1 inh: suppressors of acrylamide-induced Pgst-4::GFP reporter in worms, primary screen, SKN-1 inhibitor project, whole organism, uHTS, GFP/RFP fluorescence ratio, strain VP596; C. elegans VP596 Pgst-4::GFP/RFP ratio, 24 h; inhibition, % at 21.8 µM; 360,000 tested, 0.49% active;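 active = interference check ratio from 0.5 to 1.5 plus GFP to RFP signal ratio inhibition reaching or exceeding a fixed threshold, cut at about 30% in these data, passing the limit was not always enough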; also: some compounds called inactive have numbers as strong as hits
E coli Lon inh: inhibitors of E. coli Lon protease, primary screen, biochemical, fluorescence polarization; P0A9M0; purified E. coli Lon protease; inhibition, % at 7.94 µM; 360,000 tested, 0.42% active; AID 602123, 2011; in the data active = inhibition above about 13%, passing the limit was not always enough;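 also: 0% = enzyme with probe and DMSO and 100% = no enzyme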
Neddylation inh: inhibitors of cullin neddylation, primary screen, biochemical, TR-FRET, uHTS, NAE and Ubc12; NEDD8-conjugating enzyme Ubc12 (Homo sapiens) + NEDD8-activating enzyme E1 regulatory …; calls only at 25 µM; 360,000 tested, 0.58% active; in the data active = inhibition above about 36%
MLLE-PAM2 inh: inhibitors of PABP1 MLLE–PAM2 peptide binding, primary screen, biochemical, fluorescence polarization, FITC-PAM2, GST-MLLE. Polyadenylate-binding protein 1 (Homo sapiens), P11940. inhibition, % at 20 µM. 360,000 tested, 0.36% active. AID 588489, 2011; in the data active = inhibition above about 35%, passing the limit was not always enough;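 also: plate controls were DMSO wells with GST-MLLE for no effect and wells lacking GST-MLLE protein for full effect; some results filed as inactive read as strong as hits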
MsrA act: bovine MsrA enzyme activators, primary screen, biochemical, absorbance, HTS; purified bovine MsrA, absorbance read-out; activation, % at 10.6 µM; Methionine sulfoxide reductase A (Bos taurus); 360,000 tested, 0.3% active; in the data active = activation above about 7.5%;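 also: 0% = vehicle and 100% = reference activator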
MT1-MMP act inh: blockers of MT1-MMP proenzyme processing, primary screen, HT1080 RFP-PRO-GFP cells, GFP/RFP fluorescence; Matrix metalloproteinase-14 (Homo sapiens), P50281; GFP/RFP ratio fluorescence, overnight; percent of plate control window, DMSO zero; GFP/RFP ratio change, % at 20 µM; 360,000 tested, 0.061% active;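 active = GFP/RFP ratio change of at least 30% with cell ATP level not reduced by more than half and red fluorescence within 50% of control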; also: strong numbers were not always called active
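Assay system – RFP-PRO-GFP reporter HT1080 cells · Compound dosing – single dose of 20 µM compound, 1% DMSO final · Incubation – overnight compound exposure at 37 °C · Measure – GFP/RFP fluorescence ratio · Benchmarks – DMSO wells and RFP-L50D-GFP cells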
* = called active by the depositor; i = inactive; . = not tested or not shown. No enrichment for hits; about 4% have a hit in one of these screens.

SMILES	FAS TE block	CendR NRP1 mod	Rin1-Abl PPI inh	SKN-1 inh	E coli Lon inh	Neddylation inh	MLLE-PAM2 inh	MsrA act	MT1-MMP act inh
O=C(CCCCCN1C(=O)c2ccccc2C1=O)NCc1ccccn1	-6.1	6.2	2.2	-2.9	-4.9	i	8.6	7.7	0.4
C1CCN(CCCNC2C3CC4CC(C3)CC2C4)C1 (centres undefined)	-10.3	-13.0	-0.5	8.8	8.4	i	-16.7	-4.0	-2.8
CC(=O)Oc1ccc(/C=C(\NC(=O)c2ccco2)C(=O)NCc2ccco2)cc1	-2.8	0.9	4.6	-11.3	3.7	i	-4.9	-7.2	2.4
Cc1cc(=O)oc2c(CN3CC(C)OC(C)C3)c(O)c(Cl)cc12 (centres undefined)	-2.1	4.9	3.4	11.8	4.2	.	13.9	-5.0	9.1
O=C1NC(=Nc2ccc(Cl)cc2)SC1Cc1cc(Cl)ccc1Cl (centres undefined)	-2.3	-1.0	-2.6	-3.0	2.1	i	5.2	-1.2	1.9
CC[C@H]1O[C@H](C)CC2=C1C(=O)OC(C)(C)O2	-9.8	-0.1	.	9.7	-6.3	i	.	-5.7	-1.4
c1ccc(-c2nc(-c3ccco3)n3ccccc23)cc1	1.8	-56.1	-2.5	5.9	-16.8	i	36.8	-1.9	-17.1
CC(=O)/C(=N/Nc1ccccc1)Sc1nnc(CCc2ccccc2)n1-c1ccccc1	14.7	21.9	-1.6	-4.1	0.1	i	-16.3	-0.4	-2.1
Cn1c(=O)c2sccc2n2c(CCCC(=O)NCc3ccco3)nnc12	-4.2	-7.0	-1.2	-7.0	2.4	i	4.8	-8.4	-0.8
O=C(CSc1nnc(NC(=O)c2cccc(F)c2)s1)NCC1CCCO1 (centres undefined)	-4.2	6.8	-2.6	5.6	-0.7	i	-15.2	-5.3	-0.5
CC1CCCCN1C(=S)Nc1ccc2nc3n(c(=O)c2c1)CCCCC3 (centres undefined)	-6.0	4.7	0.4	11.3	0.4	i	-38.7	-2.4	2.4
c1ccc2c3c([nH]c2c1)CCNC3	-14.2	1.6	-0.8	-2.3	-7.6	i	-13.4	-2.3	-5.1
COc1cc(C(=O)NCCOc2cccc(C)c2)c(Br)c(OC)c1OC	3.6	-1.7	-0.4	4.2	-0.6	i	3.6	-2.9	1.4
COc1cc(CC(=O)NCc2cccs2)cc(OC)c1OC	-1.6	4.4	-0.6	3.5	3.3	i	2.4	-2.4	2.6
O=C(NC1CCCCCC1)C1CCN(S(=O)(=O)N2CCC3(CC2)OCCO3)CC1	-5.8	-3.7	2.7	11.0	1.3	i	6.8	-2.5	4.3
COCCCNC(=S)NC1CC2CCCC(C1)N2Cc1ccco1 (centres undefined)	-9.8	-1.9	2.8	-4.5	-7.4	i	-16.3	-0.3	2.2
CCC(C)(C)NC(=O)/C=C/c1ccccc1[N+](=O)[O-]	-1.2	-7.2	1.4	6.5	3.9	i	9.3	-11.6	7.0
COc1cc(/C=N/NC(N)=S)ccc1OC(=O)c1ccc(C)cc1	6.8	12.4	-1.2	2.8	0.5	i	-29.9	-2.0	5.2
COc1ccc(NC(=O)C2Cc3c(-c4cccc(C(C)=O)c4)ccnc3O2)cn1 (centres undefined)	16.7	8.1	-3.2	-0.9	7.0	i	-1.7	-9.5	8.0
Cc1ccccc1OCCOc1cccc(/C=N/NC(=O)Cc2nnc(N)s2)c1	3.1	19.0	-0.6	9.2	1.6	i	3.8	-1.0	-1.7
Cn1cccc1C1Nc2ccccc2NC2=C1C(=O)CC(C)(C)C2 (centres undefined)	-18.8	22.2*	3.2	3.8	39.4*	i	114.7	0.3	-34.9
CSCCC(NC(=O)c1ccc([N+](=O)[O-])cc1Cl)C(=O)OCC(=O)NC(=O)CN1CCCC1=O (centres undefined)	16.6	-20.8	-0.7	9.9	-3.9	i	10.1	5.5	-1.6
COc1ccc(-c2noc(Cn3cc(S(=O)(=O)N4CCCC4)ccc3=O)n2)cc1	0.4	-5.6	0.8	14.4	-11.3	i	-28.3	2.6	-4.6
O=C(N/N=C\c1cccnc1)c1ccc(Cl)s1	-1.7	17.0	-1.3	-11.7	-1.0	i	12.6	-4.3	-4.5
Nc1ccc2nc(CCc3ccccc3)[nH]c2c1	-12.0	3.0	1.9	-9.6	0.3	i	-19.8	-1.7	6.9

In the list so far, these have a thiophene ring, fused or not:
SMILES	FAS TE block	CendR NRP1 mod	Rin1-Abl PPI inh	SKN-1 inh	E coli Lon inh	Neddylation inh	MLLE-PAM2 inh	MsrA act	MT1-MMP act inh
Cn1c(=O)c2sccc2n2c(CCCC(=O)NCc3ccco3)nnc12	-4.2	-7.0	-1.2	-7.0	2.4	i	4.8	-8.4	-0.8
COc1cc(CC(=O)NCc2cccs2)cc(OC)c1OC	-1.6	4.4	-0.6	3.5	3.3	i	2.4	-2.4	2.6
O=C(N/N=C\c1cccnc1)c1ccc(Cl)s1	-1.7	17.0	-1.3	-11.7	-1.0	i	12.6	-4.3	-4.5

Going on with the list:
SMILES	FAS TE block	CendR NRP1 mod	Rin1-Abl PPI inh	SKN-1 inh	E coli Lon inh	Neddylation inh	MLLE-PAM2 inh	MsrA act	MT1-MMP act inh
Cc1ccc(C(=O)NCc2ccc3c(c2)OCO3)cc1S(=O)(=O)N1CCOCC1	-1.2	4.3	-2.8	16.9	6.9	i	6.4	-4.1	-3.9
COc1ccc(Br)cc1S(=O)(=O)n1ccnc1	-10.8	9.5	-0.1	-1.4	-1.4	i	5.0	-11.1	1.6
CC(C)CN(C(=O)COC(=O)C12CC3CC(CC(O)(C3)C1)C2)C1CCS(=O)(=O)C1 (centres undefined)	-5.5	-2.5	1.9	-19.5	-7.7	i	-1.8	-3.8	-4.3
CC(CNC(=O)Cn1cnc2c(NCc3ccccc3)ncnc21)c1ccccc1 (centres undefined)	-5.0	-5.3	-0.8	6.7	-3.8	i	15.3	-0.6	-0.3
Cc1ccc(S(=O)(=O)N(C)C[C@@H]2Oc3ncc(C#CCC(C)C)cc3C(=O)N([C@H](C)CO)C[C@H]2C)cc1	12.1	3.5	1.1	2.6	-10.2	i	-24.9	-2.1	-16.4
COC(=O)C1=C(C)NC(=O)/C1=C\c1cc(C)n(-c2ccc(F)cc2)c1C	-8.2	-29.2	-0.6	11.1	-3.3	i	5.1	-3.9	-9.3
CCOc1ccc(N2CC(C(=O)Nc3cccc(S(=O)(=O)N4CCCC4)c3)CC2=O)cc1 (centres undefined)	3.6	1.6	0.4	-10.3	-8.6	i	2.4	-7.8	3.6
COc1ccc(NC(=O)C2CCC(CNc3c(N4CCOCC4)c(=O)c3=O)CC2)cc1Cl (centres undefined)	-5.7	12.3	1.9	1.5	4.3	i	9.6	-1.9	2.4
O=C(c1cc(-c2ccccc2O)on1)N1CCc2ccccc2C1	6.3	-2.6	-0.1	8.3	-9.4	i	6.8	-0.2	3.0
Cc1cc(NC(=O)c2ccccc2)ccc1NC(=O)Cc1ccccc1	-1.6	7.2	0.1	2.7	7.6	i	7.9	-8.5	3.2
COc1ccc(C(=O)CSc2nnc(COc3ccccc3)n2Cc2ccco2)cc1	19.4	-1.1	-4.0	6.9	-9.9	i	-116.1	-2.0	2.3
CN(C)CCCNC(=O)c1cc(C(=O)Cc2ccc(Cl)cc2)c[nH]1	-4.2	3.7	1.2	2.7	-1.7	i	3.4	-1.0	-3.4
Cc1ccc(NC(=O)OCCN2CCN(Cc3ccccc3)CCC2=O)cc1C	-4.0	-5.0	-0.1	2.8	-10.3	i	-0.4	-1.4	0.3
Cc1[nH]c2ccccc2c1C(=O)COC(=O)c1ccc[n+]([O-])c1	-7.1	-8.1	-1.8	10.1	1.4	i	-12.7	-6.0	2.0
COc1ccccc1N1C(C)=CC(=C(C#N)c2nc3ccccc3s2)C=C1C	38.6	-6.7	0.0	3.6	-4.7	i	-14.9	-8.8	-45.1
CC1CCN(CCCn2c(=S)[nH]c3c(sc4ccc([N+](=O)[O-])cc43)c2=O)CC1	25.3	-4.6	-4.2	0.2	4.8	i	-53.4	-0.9	2.9
COc1ccccc1CNC(=O)CCc1ccccc1	-3.0	0.0	0.7	12.1	-7.7	i	-1.4	-2.3	-0.7
CN1CCN(S(=O)(=O)c2ccc(NC(=O)c3csc4ccccc34)cc2)CC1	22.8	-1.4	-0.5	4.8	14.3	i	7.7	-9.3	-3.9
CC(=O)Nc1ccc(CN2CCc3c([nH]c4ccccc34)C2c2ccccn2)cc1 (centres undefined)	0.2	7.2	-4.2	11.4	-0.9	i	4.4	-7.3	-2.7
O=C(CO/N=C/c1c(Cl)cccc1Cl)NNC(=O)c1ccc(Cl)cc1	1.5	4.7	-2.4	-2.4	-6.3	i	0.8	-6.9	1.2
Cc1onc(-c2c(Cl)cccc2Cl)c1C(N)=O	-10.1	-10.5	2.5	-0.1	0.1	i	-0.8	-3.4	-3.0
c1ccc(CSc2nnc(NC3=NCCCCC3)s2)cc1	2.8	6.6	-3.1	19.2	3.9	i	-2.0	3.4	-8.4
O=c1c2c3nc4ccccc4nc3n(Cc3ccccc3)c2ncn1Cc1ccco1	9.4	-60.2	0.2	2.5	-12.4	i	-29.4	-1.6	-10.8
CCOC(=O)C1CCN(C(=O)c2ccc(OC)cc2OC)CC1	-8.2	3.2	-1.1	2.1	-0.4	i	6.4	-2.2	2.2
COc1ccc(Cl)cc1C(=O)CSc1nnnn1C	3.2	14.0	1.5	-2.0	-12.0	i	1.0	-1.8	-2.2
Next part:
SMILES	FAS TE block	CendR NRP1 mod	Rin1-Abl PPI inh	SKN-1 inh	E coli Lon inh	Neddylation inh	MLLE-PAM2 inh	MsrA act	MT1-MMP act inh
Oc1ccc(Br)cc1CNc1ccccn1	6.7	6.3	-3.4	10.1	2.4	i	5.7	-1.9	3.5
CCN(CC)S(=O)(=O)c1ccc(OC)nc1	-7.7	0.5	3.6	-1.0	-2.1	i	10.3	-2.1	1.3
O=C(NC(=S)NNC(=O)c1ccccc1O)c1cccnc1	2.6	7.6	1.1	-8.3	-6.6	i	9.5	3.5	-9.5
CC(OC(=O)CC1CCCC1)C(=O)Nc1ccc(Cl)cn1 (centres undefined)	7.6	11.5	0.1	1.3	-18.0	i	12.0	-3.6	3.1
O=C(O)COc1ccccc1/C=N/NC(=O)COc1ccc(-c2ccccc2)cc1	-6.4	-9.6	-1.5	-5.3	-8.8	i	6.1	-4.3	6.6
CCOc1ccc(Cc2nnc(SCC(=O)c3ccc(OC)cc3)o2)cc1	26.1	-11.1	0.1	7.4	5.7	i	-50.8	-1.3	2.6
CCN(CC)S(=O)(=O)c1ccc(OC)c(NC(=O)c2ccc(-n3cncn3)c([N+](=O)[O-])c2)c1	2.0	13.8	-1.6	14.1	-3.0	i	-21.0	-1.2	-0.5
CC(=O)Nc1ccc(S(=O)(=O)Nc2nc3ccccc3nc2Nc2cccc(S(N)(=O)=O)c2)cc1	-2.1	-5.1	1.4	-1.7	2.3	i	4.3	-2.3	-2.1
CCOC(=O)c1nnn(-c2nonc2N)c1-c1ccc(Cl)cc1	2.8	10.4	3.4	-5.7	-4.2	i	3.9	-4.1	3.5
CC(Sc1nnc2ccccn12)C(=O)NCc1ccc2c(c1)OCO2 (centres undefined)	-2.7	4.6	-2.1	2.7	5.4	i	-16.3	-1.9	-6.0
